Rin1 Abl inh: inhibitors of Rin1-Abl protein binding, primary screen, biochemical, TR-FRET; inhibition, % at 7.35 µM; Tyrosine-protein kinase ABL1 (Homo sapiens) + Ras and Rab interactor 1 (Homo sapiens), …; actives 0.4% (n = 360,000); in the data active means inhibition above about 5%, passing the limit was not always enough
MT1-MMP act inh: blockers of MT1-MMP proenzyme processing, primary screen, HT1080 RFP-PRO-GFP cells, GFP/RFP fluorescence; Matrix metalloproteinase-14 (Homo sapiens), P50281; GFP/RFP ratio fluorescence, overnight; percent of plate control window, DMSO zero; GFP/RFP ratio change, % at 20 µM; actives 0.061% (n = 360,000); AID 651647, 2012;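 active means GFP/RFP ratio change of at least 30% with cell ATP level not reduced by more than half and red fluorescence within 50% of control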; further: strong numbers were not always called active
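system = RFP-PRO-GFP reporter HT1080 cells | dosing = 20 µM single dose, 1% DMSO | timing = overnight cell settling, then overnight compound exposure, 37 °C, 5% CO2 | read-out basis = GFP/RFP fluorescence ratio | controls = DMSO and RFP-L50D-GFP cell wells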
FAS-TE inh: FAS thioesterase domain inhibitors, primary screen, biochemical, fluorescence intensity, uHTS; actives 0.67% (n = 360,000); recombinant FAS-TE, OMFH fluorogenic substrate, fluorescence endpoint; AID 602261, 2012; Fatty acid synthase (Homo sapiens), P49327; inhibition, % at 15 µM;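 active means compounds whose normalised, plate-corrected inhibition of enzyme fluorescence in the single-dose primary screen is 50% or more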;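 further: 0% = DMSO with enzyme and 100% = substrate without enzyme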
SKN-1 inh: suppressors of acrylamide-induced Pgst-4::GFP reporter in worms, primary screen, SKN-1 inhibitor project, whole organism, uHTS, GFP/RFP fluorescence ratio, strain VP596 | C. elegans VP596 Pgst-4::GFP/RFP ratio, 24 h | actives 0.49% (n = 360,000) | inhibition, % at 21.8 µM;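 active means interference check ratio from 0.5 to 1.5 plus GFP to RFP signal ratio inhibition reaching or exceeding a fixed threshold, cut at about 30% in these data, passing the limit was not always enough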; further: some compounds called inactive have numbers as strong as hits
PABP1 MLLE inh: inhibitors of PABP1 MLLE–PAM2 peptide binding, primary screen, biochemical, fluorescence polarization, FITC-PAM2, GST-MLLE; Polyadenylate-binding protein 1 (Homo sapiens), P11940; inhibition, % at 20 µM; actives 0.36% (n = 360,000); AID 588489, 2011; in the data active means inhibition above about 35%, passing the limit was not always enough;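 further: plate controls were DMSO wells with GST-MLLE for no effect and wells lacking GST-MLLE protein for full effect; some results filed as inactive read as strong as hits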
Neddylation inh: inhibitors of cullin neddylation, primary screen, biochemical, TR-FRET, uHTS, NAE and Ubc12. actives 0.58% (n = 360,000). calls only at 25 µM. AID 651699, 2012; in the data active means inhibition above about 36%
E coli Lon inh: inhibitors of E. coli Lon protease, primary screen, biochemical, fluorescence polarization. purified E. coli Lon protease. actives 0.42% (n = 360,000). AID 602123, 2011. inhibition, % at 7.94 µM; in the data active means inhibition above about 13%, passing the limit was not always enough;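 further: 0% = enzyme with probe and DMSO and 100% = no enzyme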
Target sequence (P0A9M0 whole entry, looked up): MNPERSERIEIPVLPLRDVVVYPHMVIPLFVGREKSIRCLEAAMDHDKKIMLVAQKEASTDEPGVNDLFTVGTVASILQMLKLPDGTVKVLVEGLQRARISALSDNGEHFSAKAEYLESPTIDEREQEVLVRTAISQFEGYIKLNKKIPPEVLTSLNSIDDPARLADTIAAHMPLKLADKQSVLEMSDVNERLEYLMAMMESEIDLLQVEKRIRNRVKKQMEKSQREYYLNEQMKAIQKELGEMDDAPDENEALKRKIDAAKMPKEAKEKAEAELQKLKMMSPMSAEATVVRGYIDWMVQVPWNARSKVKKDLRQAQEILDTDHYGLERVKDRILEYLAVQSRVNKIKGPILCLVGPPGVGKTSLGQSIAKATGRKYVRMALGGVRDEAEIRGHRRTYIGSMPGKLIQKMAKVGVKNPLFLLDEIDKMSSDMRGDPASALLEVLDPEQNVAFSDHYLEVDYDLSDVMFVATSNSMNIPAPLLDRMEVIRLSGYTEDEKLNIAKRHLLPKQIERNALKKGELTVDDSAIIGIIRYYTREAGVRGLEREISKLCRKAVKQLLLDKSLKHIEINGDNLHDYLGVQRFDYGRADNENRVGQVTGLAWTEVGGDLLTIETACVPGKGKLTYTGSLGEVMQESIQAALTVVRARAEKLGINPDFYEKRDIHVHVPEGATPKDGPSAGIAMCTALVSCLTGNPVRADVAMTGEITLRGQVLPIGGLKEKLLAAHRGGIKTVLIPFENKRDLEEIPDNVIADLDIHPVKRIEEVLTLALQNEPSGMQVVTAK
MsrA act: bovine MsrA enzyme activators, primary screen, biochemical, absorbance, HTS; purified bovine MsrA, absorbance read-out; Methionine sulfoxide reductase A (Bos taurus); activation, % at 10.6 µM; actives 0.3% (n = 360,000); in the data active means activation above about 7.5%;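 further: 0% = vehicle and 100% = reference activator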
NRP1-CendR mod: modulators of CendR peptide binding to NRP-1, primary screen, biochemical, fluorescence polarization, uHTS; Neuropilin-1 (Homo sapiens), O14786; actives 0.85% (n = 360,000); inhibition, % at 25 µM; FAM-RPARPAR peptide binding to NRP-1;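 active means inhibition or corrected inhibition above about 18%, plus a signal ratio from 0.5 to 1.5, limit read from the data, passing the limit was not always enough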; further: strong numbers were not always called active
Active calls of the source: *; i = inactive; / = not tested or not shown.

Every second line gives: NRP1-CendR mod | Rin1 Abl inh | PABP1 MLLE inh | FAS-TE inh | Neddylation inh | MsrA act | MT1-MMP act inh | SKN-1 inh | E coli Lon inh
1. CCC(C)C(=O)Nc1ccccc1N1CCN(c2ccc(F)cc2)CC1 (configuration not stated)
    10 | 1 | -1 | 20 | i | -2 | -2 | 2 | -6
2. Cc1ccc(S(=O)(=O)N2C3CCCCC3O[C@H]2CC(=O)c2ccc(F)cc2)cc1 (some centres not stated)
    0 | / | / | / | i | / | 4 | -9 | /
3. COc1ccc(-c2ccc3nnc(SCC(N)=O)n3n2)cc1
    -1 | -8 | -1 | -5 | / | -2 | 0 | 11 | 3
4. CCc1cc(S(N)(=O)=O)cc(CC)c1NC(C)=O
    6 | 1 | 15 | -6 | i | -1 | -1 | 5 | -5
5. COc1cc(C(=O)N2CCN(CC(O)COc3ccccc3)CC2)cc(OC)c1OC (configuration not stated)
    -8 | -1 | 3 | -4 | i | 2 | 1 | 21 | 2
6. CSc1ccccc1OCc1cc(C(=O)N2C[C@H]3CC[C@H]2C3)no1
    7 | -2 | -3 | 9 | i | -2 | 1 | -1 | -7
7. CCCCn1c(N)c(N(CCOC)C(=O)c2cc(CC)c(C)s2)c(=O)[nH]c1=O
    1 | 1 | 12 | -9 | i | -5 | -1 | -6 | -8
8. CCC(=O)c1cc2c(cc1NC(=O)c1cccs1)OCCO2
    2 | 6 | 1 | 9 | / | -4 | -6 | 8 | -1
9. CCN1CCN(C(=S)Nc2cccc(Cl)c2)CC1
    -4 | 3 | -1 | -6 | i | -12 | -1 | -4 | 5
10. Cc1cccc2cc(CN(Cc3ccco3)C(=O)c3cccs3)c(=O)[nH]c12
    -6 | 0 | -4 | 1 | i | 1 | 6 | -15 | 4
11. C=C(C)CSc1nnc2n(C)c(=O)c3c4c(sc3n12)CCC4
    2 | -1 | -109 | 6 | i | 1 | 2 | 1 | 0
12. C=CCn1c(SCC(=O)Nc2c(C)n(C)n(-c3ccccc3)c2=O)nnc1-c1cccnc1
    -5 | 0 | 8 | -2 | i | 0 | 4 | 1 | 10
13. CCn1c(SCC(=O)N(C)CC(=O)Nc2ccc(F)c(F)c2F)nnc1-c1ccco1
    -4 | -1 | -8 | -3 | i | -3 | 1 | -13 | -1
14. COc1ccc(N(CC(=O)N/N=C/c2ccco2)S(=O)(=O)c2ccccc2)cc1Cl
    -4 | -3 | 11 | 30 | i | 1 | 2 | 9 | -9
15. CCN1CCN(CCCN(Cc2cccs2)C(=S)Nc2ccccc2C)CC1
    -12 | 4 | -38 | -2 | i | -3 | 5 | -5 | 4

The list continues:
Every second line gives: NRP1-CendR mod | Rin1 Abl inh | PABP1 MLLE inh | FAS-TE inh | Neddylation inh | MsrA act | MT1-MMP act inh | SKN-1 inh | E coli Lon inh
16. Cc1ccc(C2=CC(=O)C[C@H](c3ccc(F)cc3)C2)cc1
    -3 | 1 | 2 | 30 | i | -5 | 4 | -15 | 1
17. Cc1ccc(OC(=O)N(C)C[C@@H]2OCc3cn(nn3)CCCC(=O)N([C@H](C)CO)C[C@H]2C)cc1
    6 | 3 | -7 | -6 | i | -1 | 2 | 5 | -3
18. Cc1ccc(Sc2c(O)c3ccccc3n(C)c2=O)cc1
    10 | -26 | 20 | 0 | i | -3 | 0 | -3 | 1
19. C[C@@H]1CN([C@@H](C)CO)C(=O)Cc2cc(NS(=O)(=O)c3ccccc3)ccc2O[C@H]1CN(C)S(C)(=O)=O
    21* | 1 | -3 | -12 | i | -1 | 2 | 10 | 6
20. Clc1cccc(N=NN2CCOCC2)c1Cl
    9 | 3 | -6 | 5 | i | -10 | 0 | 5 | 5
21. O=C(O)CNC(=O)/C(=C/c1cccc([N+](=O)[O-])c1)NC(=O)c1ccco1
    -9 | -1 | 3 | -11 | i | -9 | 4 | 13 | -3
22. C[N+](C)(C)CCOC(=O)C1(c2ccccc2)CCCC1
    3 | 3 | -138 | -11 | i | -3 | -4 | 15 | 8
23. CNC(=O)N1CCC(C(=O)c2c(C)c(C)c(C)c(C)c2C)CC1
    8 | -1 | -2 | -4 | i | -2 | 2 | -15 | 5
24. COc1cccc(NC(=O)CN(C)C(=O)c2c(-c3ccccc3)noc2C)c1
    8 | 1 | 1 | -2 | i | -6 | 2 | -4 | -16
25. O=C(Nc1ccc(C(F)(F)F)cc1)c1cccc(-n2cnnn2)c1
    11 | -3 | -4 | 64* | i | -4 | 8 | -15 | -2
26. O=C1CC/C=C\C[C@@H](CC(=O)N(CCO)Cc2ccccc2)C(=O)N[C@H](Cc2ccccc2)CO1
    -11 | -1 | 1 | -10 | i | 0 | -1 | 8 | 5
27. Cc1cc(C)n2nc(-c3cccnc3)nc2n1
    3 | -4 | 8 | -10 | i | -4 | 9 | -12 | -6
28. CN1CCN(CCCCOc2ccc(F)cc2)CC1
    13 | -1 | 12 | -5 | i | -1 | 0 | -3 | -4
29. CCOc1ccc(NC(=O)Cn2nc(-c3ccccc3Cl)n(CC)c2=S)cc1
    4 | 0 | -1 | 3 | i | 2 | 1 | -7 | 6
30. CC(C)CNc1nc(Oc2ccc(=O)n(-c3ccccc3)n2)nc(N2CCOCC2)n1
    -2 | 1 | 9 | 1 | i | -3 | -1 | 21 | 5

Carrying on:
Every second line gives: NRP1-CendR mod | Rin1 Abl inh | PABP1 MLLE inh | FAS-TE inh | Neddylation inh | MsrA act | MT1-MMP act inh | SKN-1 inh | E coli Lon inh
31. CC(NC(=O)COc1ccc(S(=O)(=O)N2CCOCC2)cc1)c1ccccc1 (configuration not stated)
    4 | 3 | 10 | 7 | i | -3 | -2 | 7 | -20
32. C=CCn1ccc2c([N+](=O)[O-])cccc2c1=O
    0 | 1 | 6 | 5 | i | -11 | 1 | 7 | 6
33. O=C(CN1CCC2(CC1)OCCO2)c1ccc2cc[nH]c2c1
    11 | 6 | 6 | -4 | / | -6 | 1 | -5 | -2
34. Cc1ccc(CNC(=O)c2ccc(Cl)c(S(N)(=O)=O)c2)n1C
    0 | -2 | -13 | -6 | i | -3 | -3 | 12 | 7
35. O=C(c1ccco1)N1CCC(n2nnc3ccccc32)CC1
    9 | 2 | 1 | -9 | i | -1 | 14 | -6 | -7
36. COc1cc(CC(=O)N/N=C/c2ccc([N+](=O)[O-])cc2)c([N+](=O)[O-])cc1OC
    -9 | -4 | -15 | -21 | i | -5 | 1 | -5 | -6
37. CCc1ccccc1N1CC23C=CC(O2)C(C(=O)O)C3C1=O (configuration not stated)
    -8 | 0 | 9 | -9 | i | -8 | 2 | -15 | -4
38. O=C(CCN1C(=O)C2C3C=CC(C4CC34)C2C1=O)OCC(=O)c1ccccc1 (configuration not stated)
    -11 | -3 | 4 | 1 | i | -2 | -2 | 0 | -3
39. Cc1cc(C(F)(F)F)c2c(N)c(C(=O)Nc3cc(C)on3)sc2n1
    -3 | 2 | 24 | -6 | i | -8 | 2 | 1 | -1
40. COC(=O)c1cc(OC)c(OC)c(OC)c1[N+](=O)[O-]
    -1 | -3 | 1 | 0 | i | 1 | 1 | -4 | 7
41. CCCC1(C)Nc2ccccc2-c2nc3ccccc3n21 (configuration not stated)
    -2 | 0 | -24 | -5 | / | -5 | 4 | 18 | -6
42. Cc1nn(C)cc1C(C)NCc1c(C(=O)N2CCCCCCC2)nc2ccc(Cl)cn12 (configuration not stated)
    3 | 3 | -1 | -6 | i | -7 | 2 | 4 | -4
43. CCc1ccc2c(c1)C(c1cccs1)=NNC(c1cccnc1)=N2
    -11 | -3 | -9 | -1 | i | 0 | -2 | -18 | 8
44. OCCOCCNc1ncnc2nc[nH]c12
    -1 | 1 | -4 | -8 | i | 0 | 0 | -14 | -9
45. COc1cccc(N(C(=O)Cn2nnc(-c3ccc(C)o3)n2)C(C(=O)NC(C)(C)C)c2cccs2)c1 (configuration not stated)
    4 | 0 | -3 | 20 | i | 0 | 4 | 7 | 8

New compounds follow.
Every second line gives: NRP1-CendR mod | Rin1 Abl inh | PABP1 MLLE inh | FAS-TE inh | Neddylation inh | MsrA act | MT1-MMP act inh | SKN-1 inh | E coli Lon inh
46. Cc1ccc(/C=C2\SC(=S)N(CCCC(=O)Nc3ccc(O)cc3)C2=O)cc1
    10 | -1 | 7 | 1 | i | -1 | -4 | -3 | -3
47. CC1CC(C)CN(C(=O)CSc2nnc(CSc3ncccn3)n2C)C1 (configuration not stated)
    -2 | -2 | 8 | -4 | i | -2 | 0 | 10 | 4
48. CC[C@@H](C)[C@H](NC(=O)OC(C)(C)C)c1nnc(S(=O)(=O)Cc2cc(C)ccc2C)o1
    -1 | -5 | 1 | 73* | i | -3 | 4 | 0 | -5
49. CCCC(C)C(=O)Nc1ccc2c(c1)OCCO2 (configuration not stated)
    4 | -1 | 1 | -6 | i | -1 | 3 | 6 | -2
50. CCN(CC(=O)N1CCN(Cc2ccccc2)CC1)S(=O)(=O)c1ccc(C)cc1
    6 | 5 | -5 | 2 | i | -3 | -5 | 7 | -3
51. CCO[C@H]1OC(C(=O)N2CCN(Cc3ccc4c(c3)OCO4)CC2)=C[C@@H](C2CCCCC2)[C@@H]1CCCO
    8 | 7 | 5 | 5 | i | -2 | -4 | 2 | -4
52. O=C(COC(=O)c1cc(S(=O)(=O)N2CCCCC2)ccc1Cl)NC1CCCCC1
    4 | 0 | -95 | 7 | i | 0 | 2 | 14 | 3
53. COc1ccc(/C(N)=N/OC(=O)c2ccc3c(c2)OCO3)cc1OC
    1 | 0 | 1 | -4 | i | -2 | 13 | 7 | -13
54. O=C(NCc1ccncc1)C(=O)C1C(=O)Nc2ccccc21 (configuration not stated)
    -1 | 1 | -10 | -9 | i | -11 | -14 | -4 | 4
55. O=C(NCc1cccnc1)c1cc(C2CCCN(C(=O)c3ccccn3)C2)on1 (configuration not stated)
    -7 | -4 | 0 | -9 | i | -5 | -1 | 12 | 7
56. CCCCCCNc1nc(-c2ccc(OC)cc2)c(CCC(=O)O)s1
    -16 | -2 | -28 | -4 | i | -2 | 2 | 1 | 7
57. Cc1cccc(C(=O)O/N=C(\N)CS(=O)(=O)c2ccccc2)c1
    6 | 1 | 7 | -5 | i | -2 | 1 | 11 | -2
58. COc1cccc(-c2cc(C(=O)N3CCN(c4ccccc4OC)CC3)no2)c1
    12 | 1 | -5 | 18 | i | -5 | -5 | 1 | -3
59. CC1(CCc2ccc3c(c2)OCO3)NCCc2c1[nH]c1ccccc21 (configuration not stated)
    2 | 1 | -6 | 9 | i | 0 | 3 | 6 | 5
60. Nc1ccccc1SCCS(=O)(=O)c1ccc(Cl)cc1
    5 | -1 | 4 | 3 | i | -12 | 0 | -5 | 2
61. C/C(CCc1ccc2c(c1)OCO2)=N\N=C1\NC(=O)CC(C(=O)Nc2ccc(Cl)cc2)S1 (configuration not stated)
    -12 | 0 | 3 | 10 | i | -3 | -2 | -15 | 1

Limited to SKN-1 inh, MT1-MMP act inh and NRP1-CendR mod, for some of the entries so far:
nr	SMILES	SKN-1 inh	MT1-MMP act inh	NRP1-CendR mod
49	CCCC(C)C(=O)Nc1ccc2c(c1)OCCO2 (configuration not stated)	6	3	4
50	CCN(CC(=O)N1CCN(Cc2ccccc2)CC1)S(=O)(=O)c1ccc(C)cc1	7	-5	6
51	CCO[C@H]1OC(C(=O)N2CCN(Cc3ccc4c(c3)OCO4)CC2)=C[C@@H](C2CCCCC2)[C@@H]1CCCO	2	-4	8

Screens deposited in PubChem BioAssay by several laboratories.
